Bioassay records: PubChem BioAssay, Sanford-Burnham Center for Chemical Genomics
DNMT1 inh: DNMT1 (human) enzyme inhibition | P26358 | DNMT1 molecular beacon, Hinp1I cleavage, fluorescence | inhibition (reported as % activation of signal), % at 10 µM | actives 0.83% (n = 360,000) | AID 588458; in the data active means inhibition above about 50%
Rpn11 block: inhibitors of human proteasome Rpn11; human 26S proteasome, Ub4-pepOG fluorescence polarization; 20S core pre-blocked with epoxomicin; calls only at 20 µM; actives 0.59% (n = 360,000); AID 588493;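 active means inhibition at 20 µM, scaled to each plate's controls, above about 33%, limit read from the data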
Target sequence (O00487 whole entry, looked up): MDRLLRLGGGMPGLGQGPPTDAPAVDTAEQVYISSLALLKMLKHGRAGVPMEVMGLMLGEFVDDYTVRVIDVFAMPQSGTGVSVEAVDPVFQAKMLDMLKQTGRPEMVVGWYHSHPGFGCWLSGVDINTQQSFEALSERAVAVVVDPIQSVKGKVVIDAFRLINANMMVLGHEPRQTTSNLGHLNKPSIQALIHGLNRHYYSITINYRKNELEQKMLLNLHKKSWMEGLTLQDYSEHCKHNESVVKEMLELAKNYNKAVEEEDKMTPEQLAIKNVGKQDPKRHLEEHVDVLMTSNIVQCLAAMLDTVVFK
MT1-MMP act inh: blocks activation of human MT1-MMP | GFP/RFP ratio change, % at 20 µM | HT1080 RFP-PRO-GFP cells, GFP/RFP ratio fluorescence, overnight; percent of plate control window, DMSO zero | actives 0.061% (n = 360,000);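 active means GFP/RFP ratio change of at least 30% with cell ATP level not reduced by more than half and red fluorescence within 50% of control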; further: strong numbers were not always called active
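Compound: 20 µM single dose, 1% DMSO / System: HT1080 RFP-PRO-GFP cells / Controls: DMSO and RFP-L50D-GFP cell wells / Read-out basis: GFP/RFP fluorescence ratio / Schedule: overnight compound exposure at 37 °C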
LMPTP block: blocks human LMPTP phosphatase; actives 0.22% (n = 360,000); inhibition, % at 20 µM; recombinant LMPTP-A, OMFP fluorogenic substrate, fluorescence intensity; AID 651560; P24666;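 active means compounds that cut the enzyme signal by at least half of the control window in the single-dose screen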;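 further: plate controls were DMSO wells with enzyme plus substrate for no effect and substrate without enzyme for full effect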
Target sequence (P24666 whole entry, looked up): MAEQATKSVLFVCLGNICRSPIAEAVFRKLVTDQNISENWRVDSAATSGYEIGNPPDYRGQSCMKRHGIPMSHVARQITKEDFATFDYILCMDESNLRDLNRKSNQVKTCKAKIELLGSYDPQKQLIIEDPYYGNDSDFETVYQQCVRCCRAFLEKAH
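Test system: LMPTP-A, protein tyrosine phosphatase of low molecular weight; Input: 0.625 nM enzyme; Incubation: 50 min dark incubation at room temperature; Signal: endpoint fluorescence intensity from OMFP dephosphorylation; Read-out basis: % inhibition versus control wells.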
STEP block: STEP (human) phosphatase inhibition | inhibition, % at 20 µM | actives 0.25% (n = 360,000) | recombinant STEP, OMFP fluorogenic substrate, fluorescence;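 active means inhibition at 20 µM, scaled per plate between control wells, above about 37%, limit read from the data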;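 further: 0% = DMSO with enzyme and substrate and 100% = substrate only without enzyme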
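material = STEP tyrosine phosphatase | reagent = fluorogenic phosphatase substrate OMFP at 25 µM final | doses = single compound dose of 20 µM, 1% DMSO final | schedule = 20 min reaction, room temperature, in the dark | measured by = fluorescence, 480/540 nm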
SKN-1 inh: blocks SKN-1 activity in C. elegans | AID 624304 | inhibition, % at 21.8 µM | actives 0.49% (n = 360,000) | C. elegans VP596 Pgst-4::GFP/RFP ratio, acrylamide-induced, 24 h;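 active means interference check ratio from 0.5 to 1.5 plus GFP to RFP signal ratio inhibition reaching or exceeding a fixed threshold, cut at about 30% in these data, passing the limit was not always enough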; further: some compounds called inactive have numbers as strong as hits
NadD inh: inhibitors of Staphylococcus aureus NadD; actives 0.78% (n = 360,000); purified NadD enzyme, colorimetric absorbance read-out; AID 602399; inhibition, % at 20 µM; in the data active means inhibition above about 26%; further: some compounds past the cut are filed as inactive
Scp1 inh: inhibitors of human Scp-1 phosphatase; Recombinant Scp1, phosphopeptide, malachite green phosphate absorbance; inhibition, % at 20 µM; actives 0.88% (n = 340,000); AID 493091;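 active means inhibition above about 50% at 20 µM, limit read from the data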;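 further: plate controls were DMSO wells with enzyme for no effect and wells lacking enzyme for full effect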
Target sequence (Q9GZU7 76-261 limits assumed): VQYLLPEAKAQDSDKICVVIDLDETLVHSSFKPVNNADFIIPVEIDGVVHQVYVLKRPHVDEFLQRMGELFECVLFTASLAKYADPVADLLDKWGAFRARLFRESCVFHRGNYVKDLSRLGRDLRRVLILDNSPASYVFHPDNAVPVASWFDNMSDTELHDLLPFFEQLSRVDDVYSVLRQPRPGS
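Test system – truncated SCP-1 phosphatase (76-261aa) · Reagent – Phosphorylated 17-residue peptide substrate · Incubation – 45 min room-temperature reaction, 5 min colour, 30 min stabiliser · Detection – colorimetric phosphate reagent with accelerator and stabiliser, absorbance at 630 nm · Measure – % inhibition at 20 µM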
SUMO1-SIM PPI: alters human SUMO1 binding to SIM partners; P63165; SUMO1 binding to a labelled peptide, TR-FRET, 1 h; inhibition, % at 20 µM; actives 0.33% (n = 360,000); AID 602429; in the data active means inhibition above about 37%
Target sequence (P63165 whole entry, looked up): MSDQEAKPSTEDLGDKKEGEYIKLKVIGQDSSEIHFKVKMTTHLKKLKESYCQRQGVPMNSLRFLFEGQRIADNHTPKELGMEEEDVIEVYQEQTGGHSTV
NRP1-CendR mod: NRP-1/CendR interaction modulation; FAM-RPARPAR peptide binding to NRP-1, fluorescence polarization; AID 602438; inhibition, % at 25 µM; actives 0.85% (n = 360,000); O14786;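 active means inhibition or corrected inhibition above about 18%, plus a signal ratio from 0.5 to 1.5, limit read from the data, passing the limit was not always enough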; further: strong numbers were not always called active
The depositor's hits bear a star; i = inactive; . = no result given; + = active, no number.

SMILES | DNMT1 inh | Rpn11 block | MT1-MMP act inh | LMPTP block | STEP block | SKN-1 inh | NadD inh | Scp1 inh | SUMO1-SIM PPI | NRP1-CendR mod
Cn1ccc2c(N3CCCCCCC3)cc3c(c21)C1CCC3O1 (stereo not drawn) | -4 | i | 2 | 0.4 | 0 | 9 | -1 | . | 11 | 12
O=C(CN1CCC(n2nnc3cc(F)ccc32)CC1)NCCc1nc2ccccc2[nH]1 | 4 | i | -3 | 0.7 | 5 | -13 | 1 | -5 | 4 | -1
Cc1ccc(OCCn2cc(/C=N/NC(=O)c3ccncc3)c3ccccc32)cc1 | 7 | i | -5 | 1.1 | 1 | 8 | -5 | -10 | -10 | 10
CC(=O)Nc1cccc(-c2nc3ccc(NC(C)=O)cc3s2)c1 | -3 | i | 5 | 0.7 | -1 | -3 | 3 | -1 | -15 | -13
Nc1cc(N)cc(-c2nc3ccccc3[nH]2)c1 | -15 | i | -1 | 2.0 | 5 | 6 | -1 | -2 | 0 | -5
CC1=Nc2cc(C(=O)NCC3CCCO3)ccc2Sc2ccc(Br)cc21 (stereo not drawn) | -3 | i | -9 | -0.9 | 0 | -5 | -4 | -3 | -1 | 3
O=C(COC(=O)c1ccc(Cl)nc1)NCCc1ccc(Cl)cc1 | 0 | i | -2 | -1.0 | 2 | -14 | -1 | 5 | 12 | -4
COc1ccc(C(=O)O)cc1NCc1ccc(C)s1 | -1 | i | -1 | 1.6 | 2 | 6 | -3 | -6 | 0 | 0
CCOC(=O)N1CCN(C(=O)c2ccc(Cl)nc2)CC1 | 1 | i | 1 | -2.2 | -3 | -18 | -6 | -10 | -3 | 6
CCCCCCCCNc1ncnc2ccccc12 | 6 | i | 2 | 22 | -4 | 51* | -8 | 6 | 5 | 9

SKN-1 inh: entries above that show a hit.
SMILES | DNMT1 inh | Rpn11 block | MT1-MMP act inh | LMPTP block | STEP block | SKN-1 inh | NadD inh | Scp1 inh | SUMO1-SIM PPI | NRP1-CendR mod
CCCCCCCCNc1ncnc2ccccc12 | 6 | i | 2 | 22 | -4 | 51* | -8 | 6 | 5 | 9

Next results follow.
SMILES | DNMT1 inh | Rpn11 block | MT1-MMP act inh | LMPTP block | STEP block | SKN-1 inh | NadD inh | Scp1 inh | SUMO1-SIM PPI | NRP1-CendR mod
Cc1ccc(S(=O)(=O)N(C)c2cc(S(=O)(=O)Nc3ccncc3)c(C)cc2C)cc1 | 1 | i | 2 | -0.5 | -2 | 0 | -2 | -2 | 1 | 3
COc1ccc(S(=O)(=O)N2CCOCC2)cc1NC(=O)CC1CC2CCC1C2 (stereo not drawn) | -1 | i | 0 | 0.1 | 4 | 4 | -4 | -6 | 1 | 1
CCCCc1ccc(NC(=O)CSc2nnc(C)c(=O)n2N)cc1 | 0 | i | 3 | 0.1 | -3 | -5 | 0 | -5 | 4 | -10
O=C(O)c1cc2c(=O)c3ccccc3oc2nc1C(F)(F)F | -1 | i | 4 | -1.3 | -1 | 0 | 0 | -16 | -19 | 12
CCOc1ccc(N=C2NC(=O)/C(=C/C(=O)OC)S2)cc1 | -1 | i | -2 | -1.9 | -1 | 0 | 6 | 2 | -17 | -3
CC1CCCCC1n1c(-c2cccnc2)n[nH]c1=S (stereo not drawn) | 3 | i | -2 | -1.5 | -1 | -6 | 4 | 5 | -3 | -3
CCN(CC)c1nc(N(CC)CC)[nH]c(=O)n1 | 2 | i | -3 | -1.0 | 2 | 18 | 4 | -2 | 2 | -9
CC(C)CC(=O)Nc1nnc(SCC(=O)NCC2CCCO2)s1 (stereo not drawn) | -1 | i | 2 | -0.1 | 0 | -10 | 1 | -10 | -2 | 0
COCCn1c(SCC(=O)Nc2ccccc2C(F)(F)F)nc2ccccc2c1=O | 0 | i | 3 | 0.5 | -1 | 6 | -1 | -6 | 5 | -5
CCc1nnc(NC(=O)CSc2ccc(Cl)cc2)s1 | 1 | i | 3 | 0.7 | -1 | -8 | -1 | -10 | -1 | 1

Grouped by structure, the entries above with an aryl methoxy group.
SMILES | DNMT1 inh | Rpn11 block | MT1-MMP act inh | LMPTP block | STEP block | SKN-1 inh | NadD inh | Scp1 inh | SUMO1-SIM PPI | NRP1-CendR mod
COc1ccc(C(=O)O)cc1NCc1ccc(C)s1 | -1 | i | -1 | 1.6 | 2 | 6 | -3 | -6 | 0 | 0
COc1ccc(S(=O)(=O)N2CCOCC2)cc1NC(=O)CC1CC2CCC1C2 (stereo not drawn) | -1 | i | 0 | 0.1 | 4 | 4 | -4 | -6 | 1 | 1

(further entries)
SMILES | DNMT1 inh | Rpn11 block | MT1-MMP act inh | LMPTP block | STEP block | SKN-1 inh | NadD inh | Scp1 inh | SUMO1-SIM PPI | NRP1-CendR mod
Cc1oc2c(c1C(=O)NCc1ccccc1)CCCC2 | -2 | i | -1 | 0.1 | 0 | 10 | 0 | 0 | -1 | 3
COc1ccccc1CNC(=O)c1cc(-c2ccccc2C)n(CC2CC(c3cccc([N+](=O)[O-])c3)=NO2)n1 (stereo not drawn) | -3 | i | 6 | 5.1 | 1 | 0 | 11 | -9 | -7 | -2
COc1cc(NS(=O)(=O)c2ccc3c(c2)oc(=O)n3C)cc(OC)c1OC | -1 | i | -1 | -1.0 | -1 | 4 | 8 | -4 | 4 | -6
CCOC(=O)C1CCCN(C(=O)Cn2cccc2C(=O)c2ccccc2)C1 (stereo not drawn) | -2 | i | 4 | -0.8 | -4 | 3 | 2 | -6 | 1 | -2
COc1ccc(NC(=O)CN(c2c(C)cccc2C)S(C)(=O)=O)cc1 | 2 | i | 1 | 0.6 | -3 | 12 | -2 | -2 | -2 | 12
COC(=O)c1ccc(COC(=O)c2cc3ccccc3oc2=O)cc1 | 0 | i | -4 | 1.9 | 1 | -24 | -6 | -5 | -38 | 0
O=C(O)c1nccnc1C(=O)N1CCN(c2ccccc2)CC1 | 3 | i | 1 | -0.6 | -1 | 17 | -5 | 6 | 1 | -9
COc1ccc(O)c(C(=O)c2cc(C#N)c(=O)n(CC3CCCO3)c2)c1 (stereo not drawn) | 1 | i | 0 | -2.9 | -2 | -22 | -3 | -8 | -12 | -8
CCOc1ccccc1/C=C/c1onc(C)c1S(=O)(=O)N1CCC(C(=O)NC(C)(C)C)CC1 | 0 | i | -6 | 1.3 | 1 | 2 | -3 | -7 | -12 | 10
O=C(NCC1CCCO1)c1ccc(COc2ccccc2)o1 (stereo not drawn) | 0 | i | 0 | -1.5 | -1 | -25 | -5 | -2 | 0 | -1
CCCCN(CCCC)Cc1ccc(N)cc1 | 5 | i | 4 | -2.0 | -3 | -1 | -6 | 0 | -1 | -6
COc1cc(/C=C2\SC(N3CCC(C)CC3)=NC2=O)ccc1O | 1 | + | -24 | 0.7 | 3 | 17 | 0 | 0 | -29 | -84
O=C(CSc1nccn1Cc1ccco1)Nc1ccccc1 | 0 | i | 3 | -0.7 | -2 | -20 | -1 | 2 | -6 | 7
CCN(CC)S(=O)(=O)c1cccc(N=NC2=C(O)CCCC2=O)c1 | -6 | i | 5 | 0.9 | 0 | -1 | 1 | 2 | -11 | 4
O=C(/C=C/c1ccco1)N1CCN(C/C=C/c2ccccc2)CC1 | 6 | i | -4 | -0.1 | -1 | -5 | 8 | 1 | -4 | -21
COc1ccc(NC2=NCCCCC2)cc1 | -1 | i | -1 | -3.5 | 1 | 7 | -3 | -6 | -3 | 14
CC(=O)N1CCc2c(sc(NC(=O)Cc3ccccc3)c2C(N)=O)C1 | -11 | i | 2 | -0.3 | 2 | 6 | 1 | -5 | -10 | -9
O=C(Cn1cc(C(F)(F)F)ccc1=O)NCCc1ccc(Cl)cc1Cl | 4 | i | 3 | -1.5 | -4 | 1 | -3 | -18 | -2 | -8
COc1ccc(CNC(=O)c2ccc3c(=O)n(CCCN4CCCC4=O)c(=S)[nH]c3c2)cc1 | -7 | i | -2 | -0.5 | 0 | -1 | -8 | -2 | 1 | -7
NC(N)=Nc1nc(-c2ccccc2)c2cc(F)ccc2n1 | 12 | i | -19 | 0.5 | 3 | 7 | -8 | 0 | -40 | -5
Clc1ccc2nc(C3CCN(Cc4ccccc4)CC3)[nH]c2c1 | -6 | i | -4 | 0.7 | -2 | -2 | -2 | -1 | -5 | -31
Cc1ccc2c(c1)/C(=N/O)CCS2 | -1 | i | 2 | 0.2 | -3 | 8 | -10 | -11 | -3 | -6
CCN(CC)S(=O)(=O)c1cccc(C(=O)NN2Cc3ccccc3C2=N)c1 | 0 | i | -2 | -0.8 | 1 | 0 | -1 | 1 | -1 | 2
COC(=O)C1=CN(c2ccc(Cl)cc2)C=C(C(=O)OC)C1c1ccc([N+](=O)[O-])cc1 | -2 | i | -2 | 1.1 | 0 | 15 | 6 | -15 | 3 | -3
CCN(CC)S(=O)(=O)c1ccc(N2CCOCC2)c(NC(=O)COc2ccc(C#N)cc2)c1 | 2 | i | 1 | 2.7 | 0 | -13 | -2 | -7 | 1 | 4
COc1cc(/C=C2\CC(C(C)(C)C)C/C(=C\c3cc(OC)c(OC)c(OC)c3)C2=O)cc(OC)c1OC (stereo not drawn) | -1 | i | -9 | 4.8 | 2 | 0 | -5 | -7 | -3 | 6
COc1ccc(CCn2c(=N)c(C(=O)NCC3CCCO3)cc3c(=O)n4ccccc4nc32)cc1 (stereo not drawn) | 1 | i | -5 | 2.2 | -5 | -15 | -1 | 2 | -20 | 16
CC(C)Oc1cccc(C(=O)C2CCCN(C(=O)c3ccoc3)C2)c1 (stereo not drawn) | -4 | i | 1 | -1.2 | -1 | 13 | 1 | -9 | -2 | -2
Cc1cc(Sc2nc(N(C)C)nc(N(C)C)n2)nc(Cl)n1 | -2 | i | -1 | -0.6 | 0 | -5 | -8 | -4 | 1 | -1
COc1ccc(N(CC(=O)Nc2cc(OC)ccc2OC)S(=O)(=O)c2c(C)nn(C)c2C)cc1 | -8 | i | -2 | 0.2 | -1 | 3 | -1 | -19 | 13 | 2
C[C@H](CO)N1C[C@H](C)[C@@H](CN(C)C(=O)Nc2ccc3c(c2)OCO3)Oc2c(NC(=O)C3CC3)cccc2C1=O | 2 | i | 2 | -0.4 | 1 | -8 | 0 | -2 | -1 | -3
COc1ccc(CNc2ccc([N+](=O)[O-])cn2)cc1 | 5 | i | 9 | 0.6 | 0 | 33 | 6 | -2 | -26 | -1
O=C(C[C@H]1C[C@@H]2c3cc(NC(=O)Nc4ccccc4F)ccc3O[C@@H]2[C@H](CO)O1)NCc1ccccn1 | 3 | i | 5 | -2.1 | -2 | 0 | 7 | . | 1 | 2
O=C(c1ccccc1)c1ccc(C(=O)N2CCN(c3ccc(F)cc3)CC2)o1 | -2 | i | 2 | 0.1 | -2 | -1 | 5 | 3 | -18 | 14
CCOC(=O)CN1C(=N)N(c2nc(NC(C)C)nc(OC)n2)CC1=O | 1 | i | -1 | 0.7 | 0 | 1 | 8 | 6 | -1 | -2
O=C(Nc1ncc(C(F)(F)F)cc1Cl)C1COc2ccccc2O1 (stereo not drawn) | 2 | i | 4 | -0.7 | 0 | -3 | -1 | -2 | -2 | -6
